Tb MetRS inh: T. brucei MetRS inhibitors, primary screen, biochemical, luminescence; methionyl-tRNA synthetase (Trypanosoma brucei brucei); purified T. brucei MetRS, ATP depletion, Kinase-Glo luminescence; inhibition, % at 11.9 µM; 360,000 tested, 0.4% active; AID 624268, 2012;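 active = inhibition above a per-plate cutoff of the control wells' mean inhibition plus 3 SD, cut at about 5.5% in these data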;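 note: 0% = DMSO wells median and 100% = median of wells with control inhibitor compound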
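System: purified T. brucei MetRS enzyme / Detection: Kinase-Glo luciferase luminescence reporting remaining unconsumed ATP / Medium: HEPES buffer with MgCl2, KCl, DTT, spermine, BSA, pyrophosphatase / Replication: singlicate, one well per compound / Evaluation: percent inhibition relative to median high and low control wells / Schedule: 2 h aminoacylation at 25 °C after 15 min preincubation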
MsrA inhibitor: bovine MsrA enzyme inhibitors, primary screen, biochemical, absorbance, HTS | Methionine sulfoxide reductase A (Bos taurus) | purified bovine MsrA, absorbance read-out | inhibition, % at 15.5 µM | 360,000 tested, 0.75% active | AID 651718, 2012; in the data active = inhibition above about 4.5%;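 note: 0% = vehicle wells with enzyme and 100% = reference inhibitor wells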
NRP1-CendR mod: modulators of CendR peptide binding to NRP-1, primary screen, biochemical, fluorescence polarization, uHTS; FAM-RPARPAR peptide binding to NRP-1; AID 602438, 2012; 360,000 tested, 0.85% active; inhibition, % at 25 µM; Neuropilin-1 (Homo sapiens), O14786;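 active = inhibition or corrected inhibition above about 18%, plus a signal ratio from 0.5 to 1.5, limit read from the data, passing the limit was not always enough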; note: strong numbers were not always called active
Target sequence (O14786 whole entry, looked up): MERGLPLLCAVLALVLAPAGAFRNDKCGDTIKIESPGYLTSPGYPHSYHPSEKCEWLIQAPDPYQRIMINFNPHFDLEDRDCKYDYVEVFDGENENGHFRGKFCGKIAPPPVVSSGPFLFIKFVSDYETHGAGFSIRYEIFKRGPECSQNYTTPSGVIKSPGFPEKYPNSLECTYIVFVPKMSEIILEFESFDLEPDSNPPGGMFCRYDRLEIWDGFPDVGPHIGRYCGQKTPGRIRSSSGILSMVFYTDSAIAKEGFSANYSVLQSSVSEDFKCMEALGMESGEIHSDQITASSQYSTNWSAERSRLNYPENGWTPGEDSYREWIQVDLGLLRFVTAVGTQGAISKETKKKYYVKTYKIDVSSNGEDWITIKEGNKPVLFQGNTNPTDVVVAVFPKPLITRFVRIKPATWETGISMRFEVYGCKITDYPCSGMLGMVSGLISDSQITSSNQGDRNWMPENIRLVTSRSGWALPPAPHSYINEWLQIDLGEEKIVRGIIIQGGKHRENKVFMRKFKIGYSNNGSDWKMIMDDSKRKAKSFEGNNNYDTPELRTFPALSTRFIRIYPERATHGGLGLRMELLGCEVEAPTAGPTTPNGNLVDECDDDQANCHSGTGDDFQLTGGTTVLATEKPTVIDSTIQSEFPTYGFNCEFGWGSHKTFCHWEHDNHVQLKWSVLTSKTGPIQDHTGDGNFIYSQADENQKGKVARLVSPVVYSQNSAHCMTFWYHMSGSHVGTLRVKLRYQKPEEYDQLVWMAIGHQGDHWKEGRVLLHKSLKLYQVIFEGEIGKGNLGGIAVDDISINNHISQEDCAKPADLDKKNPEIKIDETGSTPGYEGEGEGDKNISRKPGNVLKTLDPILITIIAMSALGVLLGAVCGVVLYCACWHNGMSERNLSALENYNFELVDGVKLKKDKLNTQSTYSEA
eLon inh: inhibitors of E. coli Lon protease, primary screen, biochemical, fluorescence polarization. purified E. coli Lon protease. inhibition, % at 7.94 µM. 360,000 tested, 0.42% active. AID 602123, 2011; in the data active = inhibition above about 13%, passing the limit was not always enough;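 note: 0% = enzyme with probe and DMSO and 100% = no enzyme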
SKN-1 block: suppressors of acrylamide-induced Pgst-4::GFP reporter in worms, primary screen, SKN-1 inhibitor project, whole organism, uHTS, GFP/RFP fluorescence ratio, strain VP596; C. elegans VP596 Pgst-4::GFP/RFP ratio, 24 h; inhibition, % at 21.8 µM; 360,000 tested, 0.49% active; AID 624304, 2012;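 active = interference check ratio from 0.5 to 1.5 plus GFP to RFP signal ratio inhibition reaching or exceeding a fixed threshold, cut at about 30% in these data, passing the limit was not always enough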; note: some compounds called inactive have numbers as strong as hits
PABP1 MLLE inh: inhibitors of PABP1 MLLE–PAM2 peptide binding, primary screen, biochemical, fluorescence polarization, FITC-PAM2, GST-MLLE; AID 588489, 2011; Polyadenylate-binding protein 1 (Homo sapiens), P11940; 360,000 tested, 0.36% active; inhibition, % at 20 µM; in the data active = inhibition above about 35%, passing the limit was not always enough;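 note: plate controls were DMSO wells with GST-MLLE for no effect and wells lacking GST-MLLE protein for full effect; some results filed as inactive read as strong as hits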
FAS-TE inh: FAS thioesterase domain inhibitors, primary screen, biochemical, fluorescence intensity, uHTS | AID 602261, 2012 | 360,000 tested, 0.67% active | inhibition, % at 15 µM | recombinant FAS-TE, OMFH fluorogenic substrate, fluorescence endpoint | Fatty acid synthase (Homo sapiens), P49327;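 active = compounds whose normalised, plate-corrected inhibition of enzyme fluorescence in the single-dose primary screen is 50% or more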;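 note: 0% = DMSO with enzyme and 100% = substrate without enzyme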
MT1-MMP act inh: blockers of MT1-MMP proenzyme processing, primary screen, HT1080 RFP-PRO-GFP cells, GFP/RFP fluorescence; Matrix metalloproteinase-14 (Homo sapiens), P50281; GFP/RFP ratio fluorescence, overnight; percent of plate control window, DMSO zero; GFP/RFP ratio change, % at 20 µM; 360,000 tested, 0.061% active;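 active = GFP/RFP ratio change of at least 30% with cell ATP level not reduced by more than half and red fluorescence within 50% of control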; note: strong numbers were not always called active
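Read-out: GFP/RFP fluorescence ratio; Test system: RFP-PRO-GFP reporter HT1080 cells; Compound dosing: single-point 20 µM compound, 1% DMSO; Times: overnight compound exposure at 37 °C.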
bovine MsrA act: bovine MsrA enzyme activators, primary screen, biochemical, absorbance, HTS | Methionine sulfoxide reductase A (Bos taurus) | purified bovine MsrA, absorbance read-out | activation, % at 10.6 µM | 360,000 tested, 0.3% active; in the data active = activation above about 7.5%;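 note: 0% = vehicle and 100% = reference activator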
Active calls of the source: *; · = no result given.

SMILES	FAS-TE inh	NRP1-CendR mod	MT1-MMP act inh	eLon inh	PABP1 MLLE inh	bovine MsrA act	SKN-1 block	Tb MetRS inh	MsrA inhibitor
Cc1ccc(C2=NN(CCC(=O)NCCCN3CCOCC3)C(=O)CC2)cc1	-6.6	5.0	1.7	0.0	0.9	-7.1	3.0	-0.8	0.4
O=C(COc1ccc(Cl)cc1Cl)NN1C(=O)C2C3C=CC([C@@H]2C1=O)C31CC1 (stereo partly specified)	2.1	-3.3	1.8	2.6	-2.5	-7.9	-1.4	-0.8	-0.1
Cc1ocnc1C(=O)Nc1ccc(Cl)cc1	-7.7	9.0	9.6	-4.7	-4.3	-1.8	0.3	-0.2	1.5
Cc1cc(C(=O)N(C)C)sc1-c1ccccc1	-5.3	6.2	5.4	-2.6	-2.3	-0.7	18.0	-0.3	2.2
C/C(=N\NC(=O)c1c(Cl)cnn1C)c1ccc(NC(=O)c2ccncc2)cc1	-1.2	4.5	-2.8	16.8	-1.4	-12.2	-6.7	-0.7	0.0
Brc1ccc(NCc2cccc3ccccc23)nc1	21.5	0.7	4.5	-7.7	5.7	-4.5	-11.5	-0.6	0.4
Cn1c(=O)oc2cc(S(=O)(=O)NCCN3CCc4ccccc4C3)ccc21	-8.6	-15.9	·	0.8	0.8	-11.0	28.8	-0.4	-0.2
COc1ccc2oc(C(=O)NNC(=O)c3ccc(F)cc3)c(C)c2c1	-2.2	-12.1	2.3	-2.4	-2.6	-3.5	22.8	-0.1	-0.8

Following part.
SMILES	FAS-TE inh	NRP1-CendR mod	MT1-MMP act inh	eLon inh	PABP1 MLLE inh	bovine MsrA act	SKN-1 block	Tb MetRS inh	MsrA inhibitor
CCOc1ccc(S(=O)(=O)NCCC(=O)NCC2COc3ccccc3O2)cc1 (stereo unspecified)	5.7	-9.3	2.2	-16.3	-7.7	-2.1	0.7	-0.1	-0.8
CC(=O)Nc1ccc(NC(=O)CSc2nc3c([nH]c4ccccc43)c(=O)n2-c2ccccc2F)cc1	11.2	-2.1	-7.9	-7.2	17.2	-7.5	-5.4	0.0	0.8
C=CCOCCn1[nH]c2ccccc2c1=O	-13.0	-1.1	-2.4	7.6	10.2	-2.2	2.2	-0.3	0.9
Cc1c(NC(=O)C(C)Oc2cccc(Cl)c2)c(=O)n(-c2ccccc2)n1C (stereo unspecified)	-1.1	-2.6	-3.7	-2.2	10.2	-1.2	-0.5	-0.4	0.2
CCCCCNC(=O)C(c1ccc(C#N)cc1)n1c(=O)c(-c2ccco2)nc2ccccc21 (stereo unspecified)	·	-39.5	-2.7	·	·	·	-3.4	-0.5	1.6
COc1cnc(-c2ccccc2)[nH]c1=O	-8.5	-2.1	-1.4	-1.7	12.8	-3.4	10.2	-0.6	0.0
O=[N+]([O-])c1ccccc1Nc1c2ccccc2nc2ccccc12	5.5	-2.5	7.3	-7.3	-12.0	-3.1	8.8	0.5	-0.1
Cc1ccccc1CNC(=O)C1CCC(=O)N(Cc2cccc(F)c2)C1 (stereo unspecified)	-5.4	4.6	3.5	8.5	-2.6	-8.7	-7.2	-0.8	0.3

(cont.)
SMILES	FAS-TE inh	NRP1-CendR mod	MT1-MMP act inh	eLon inh	PABP1 MLLE inh	bovine MsrA act	SKN-1 block	Tb MetRS inh	MsrA inhibitor
CC(=O)c1ccc(NC(=O)CSc2nc(=O)n(CCN3CCOCC3)c3c2CCC3)cc1	-7.4	10.7	-2.3	-5.3	-2.3	-6.6	20.8	-0.1	0.0
COc1ccc(C(=O)CN2C(=O)COc3ccccc32)cc1	-2.2	-8.7	1.7	-3.3	7.2	-1.3	4.7	0.1	-1.7
O=P(COCCOCCOCCOCP(=O)(c1ccccc1)c1ccccc1)(c1ccccc1)c1ccccc1	-0.6	-0.3	-3.3	-1.7	-1.0	-2.5	-0.3	-0.2	-0.2
CCCC(c1nnnn1CS(=O)(=O)c1ccc(C)cc1)N1CCC(C(N)=O)CC1 (stereo unspecified)	-8.3	-0.6	-2.2	1.3	-5.4	-9.8	-5.4	-1.6	1.1
O=C(NCc1ccccn1)[C@@H]1CCCN1C(=O)[C@@H]1CCCN1C(=O)c1ccc(Cl)cc1	-5.6	-13.4	2.6	7.9	·	-6.8	0.2	-0.6	1.6
CCOC(=O)CNC(=O)c1cn(C)c(=O)c2cc(OC)c(OC)cc12	-4.3	-2.9	6.7	8.9	8.5	-0.9	8.6	-0.5	0.5
COc1ccc(-c2nn(-c3ccccc3)cc2CNC(C)Cn2cncn2)c(F)c1 (stereo unspecified)	-3.3	-1.1	0.3	2.0	-0.7	-1.3	-6.9	-0.5	-1.2
COC(=O)c1ccc(NC(=O)CSCc2ccc(C)cc2)cc1	9.3	-5.1	-0.7	6.2	0.9	-1.2	12.3	-0.3	0.1

Going on with the list:
SMILES	FAS-TE inh	NRP1-CendR mod	MT1-MMP act inh	eLon inh	PABP1 MLLE inh	bovine MsrA act	SKN-1 block	Tb MetRS inh	MsrA inhibitor
O=C(Nc1nc(-c2ccncc2)cs1)c1ccc(F)cc1	-5.9	-17.7	3.1	-4.5	-9.1	-8.8	-16.9	-1.1	-0.8
CCOc1nc2cnccc2n(CC(=O)Nc2ccccc2C(=O)OC)c1=O	-1.0	5.1	-1.9	-5.3	12.3	-1.7	-2.4	-0.4	1.2
O=C(NCc1ccco1)c1ccc(Cl)s1	-1.6	5.4	0.5	-7.0	4.0	-4.4	-2.2	0.2	-0.6
O=C(NCc1nnnn1-c1ccc(F)c(F)c1)c1cc2ccccc2o1	-0.4	-13.9	4.3	2.5	-0.5	-1.1	13.9	0.0	0.9
COc1ccc(NC(=S)Nc2ccccn2)cc1	-1.1	2.1	-9.5	7.8	31.1	-9.7	-11.7	-0.9	-0.5
COc1ccccc1C(=O)Nc1ccnn1C1CCN(C(=O)C2CCOC2)CC1 (stereo unspecified)	-5.7	6.9	0.3	-0.3	1.1	-1.0	15.0	0.1	-0.8
COc1cc(CNc2ncnc3c2ncn3[C@H]2CN(Cc3cccs3)C[C@@H](CO)O2)cc(OC)c1OC	-2.3	-2.8	-0.5	0.1	3.2	-8.2	6.7	0.0	0.1
O=C(CCCOc1ccc(Cl)cc1)NCCc1ccccc1	10.2	-13.7	1.2	-7.0	5.3	0.7	0.3	0.1	1.1

Already shown: two of the compounds above.
SMILES	FAS-TE inh	NRP1-CendR mod	MT1-MMP act inh	eLon inh	PABP1 MLLE inh	bovine MsrA act	SKN-1 block	Tb MetRS inh	MsrA inhibitor
COc1cc(CNc2ncnc3c2ncn3[C@H]2CN(Cc3cccs3)C[C@@H](CO)O2)cc(OC)c1OC	-2.3	-2.8	-0.5	0.1	3.2	-8.2	6.7	0.0	0.1
O=C(CCCOc1ccc(Cl)cc1)NCCc1ccccc1	10.2	-13.7	1.2	-7.0	5.3	0.7	0.3	0.1	1.1

The listing continues.
SMILES	FAS-TE inh	NRP1-CendR mod	MT1-MMP act inh	eLon inh	PABP1 MLLE inh	bovine MsrA act	SKN-1 block	Tb MetRS inh	MsrA inhibitor
Nc1ccc(C(=O)OCC(=O)NC2CCCc3ccccc32)cc1[N+](=O)[O-] (stereo unspecified)	23.1	0.1	2.4	-2.4	-13.8	4.8	-10.2	0.1	-0.7
Cc1cc(NC(=O)Nc2ccc(F)c(Cl)c2)no1	2.2	-3.1	2.2	-5.3	1.7	-1.5	-7.4	0.4	-0.4
COc1ccc(/C=C/C(=O)Nc2ccccc2C(=O)N2CCCC2)cc1	-2.0	3.8	3.0	-0.9	-6.3	-1.5	6.8	0.0	3.6
COc1ccc2nc(SC)cc(C)c2c1	-0.3	6.6	0.2	13.2	4.1	-0.7	8.7	0.8	-0.4
O=[N+]([O-])c1ccc(Cl)cc1P(=O)(O)c1cc(Cl)ccc1[N+](=O)[O-]	-6.2	5.1	1.0	0.4	-8.9	-1.7	3.1	-0.5	-0.4
CCCCN(CCCC)S(=O)(=O)c1ccc(NC(=O)Cc2cccs2)cc1	26.7	-16.0	-12.1	-14.9	-4.7	-2.5	-1.3	-0.5	2.0
CCN(CC(=O)Nc1ccc2c(c1)OCCO2)C(=O)/C=C/c1cc(Br)ccc1OC	8.5	-12.6	-2.7	-1.0	-13.7	-1.9	20.6	0.0	0.8
CCCC(=O)NC(c1ccc(OC)cc1)c1c(O)ccc2ccccc12 (stereo unspecified)	-0.1	-1.2	-3.7	0.9	1.8	1.9	-5.7	-0.6	0.2

Other compounds follow.
SMILES	FAS-TE inh	NRP1-CendR mod	MT1-MMP act inh	eLon inh	PABP1 MLLE inh	bovine MsrA act	SKN-1 block	Tb MetRS inh	MsrA inhibitor
Cc1nc(NC(=O)c2ccco2)sc1-c1csc(Nc2ccc(Cl)cc2)n1	18.6	-6.6	1.2	-16.6	-10.2	-4.9	-4.4	-0.1	0.9
COc1ccc(NC(=O)N(Cc2ccc3c(c2)OCO3)C2CC(=O)N(c3ccc(OC)cc3)C2=O)cc1 (stereo unspecified)	0.7	3.3	1.9	-6.8	-0.9	-4.4	7.9	-1.2	1.5
CCOc1ccc(C(=O)NC(C(=O)NCc2ccccn2)C(C)C)cc1 (stereo unspecified)	-0.7	1.6	2.0	3.0	3.2	5.5	-8.7	-0.9	0.4
Cc1ccc(NC(=O)c2ccco2)cc1C	-6.4	13.3	12.6	-5.6	-2.4	-2.1	0.5	-1.4	0.3
Cc1c(CCO)c(=O)n(C)n1C(=O)c1ccc(Cl)cc1	-2.1	5.2	0.0	5.2	-7.4	-0.8	11.0	1.0	1.4
COc1ccccc1Cn1c(=S)[nH]c2cc(C(=O)NCCCN3CCOCC3)ccc2c1=O	-6.1	4.4	6.9	-12.3	-61.8	2.0	13.6	0.3	0.5
CCCCSc1nc(C)cc(C)c1S(=O)(=O)c1ccccc1C	16.8	12.1	-1.0	-7.8	-6.3	0.9	12.0	-0.6	-0.8
Cc1ccccc1NC(=O)CSc1nnc(-c2ccoc2C)n1CCc1ccccc1	10.8	2.2	-12.3	-2.8	-21.7	1.6	25.3	0.2	-0.6
Cc1cccc(NCC(=O)N/N=C\c2cccn2C)c1	-3.1	-7.3	4.4	-22.5	10.3	-1.9	-9.0	-0.3	1.2
O=C(NNc1c2ccccc2nc2ccccc12)C(O)c1ccccc1 (stereo unspecified)	1.9	8.3	-10.9	-2.0	-0.1	0.3	15.0	0.7	-0.2

High-throughput results deposited in PubChem by several laboratories.
